Compound activity as filed in PubChem BioAssay.
Peg3 imprint: qHTS Assay for Compounds that Induce Erasure of Genomic Imprints; mouse ES Peg3-LacZ reporter, beta-gal luminescence, 40 h; Potency, µM (series often up to 60.7 µM), for the others: at the highest dose activity change, positive = activation, actives largely listed as activators; 110,000 compounds, 0.02% hits; AID 1948, 2009;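 further: 0% = negative control wells on the plate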
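Each well holds 300 Peg3LacZ-Neo (maternal) female ES cells incubated 40 h at 37C, 5% CO2. LacZ is measured by BetaGlo luminescence, with AC50 and maximum efficacy derived from dose-response curves.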
p53ts 32C kill: qHTS Screen for Compounds that Selectively Target Cancer Cells with p53 Mutations: Cytotoxicity of p53ts Cells at the Permissive Temperature; H1299-p53A138V at 32C, ATP luminescence viability, 24 h; Potency, µM (titrated, usually from 46.1 µM), without a hit: at the highest dose activity change, negative = cytotoxicity, most hits filed as cytotoxic; 130,000 compounds, 0.93% hits; AID 924, 2007;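 further: 0% = DMSO and -100% = full killing by reference compound; nearly all actives have a fitted effect of over 55% in size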
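ATP-content luminescence (ATPlite) read-out after 24 h compound exposure at 32C in H1299-p53A138V cells (600/well). Tested up to 46 uM. Normalized to DMSO (0%) and 100 uM tamoxifen (100% killing); Hill-fit AC50.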
p53ts 39C tox: qHTS Screen for Compounds that Selectively Target Cancer Cells with p53 Mutations: Cytotoxicity of p53ts Cells at the Nonpermissive Temperature. H1299-p53A138V viability at 39C, ATP luminescence, 24 h. Potency, µM (highest dose often 46.1 µM), inactives show top-dose activity change, negative = cell killing, actives largely listed as cytotoxic. 130,000 compounds, 1.5% hits; further: nearly all actives have a fitted effect of over 55% in size
IkB sig inh: IkB Signaling; ABC-DLBCL IkBa-CBG/CBR dual luciferase ratio, 4 h; response scale: scaled: untreated 0%, proteasome inhibitor 100%; Potency, µM (series often up to 57.1 µM), inactives show at the highest dose IkBa stabilization activation; 110,000 compounds, 0.04% hits; AID 445, 2006; active means well fitted curve in the direction sought with a large enough effect in the signal ratio, not every such curve was filed as active; inconclusive means small, poorly fitted or top-dose-only effect, or a change in a side signal; the % refers to the signal ratio;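 further: the direction sought is a rising ratio; 0% = basal untreated cells and 100% = reference inhibitor full response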
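Curves were fitted separately to fusion (green), unfused (red) and ratio luminescence, then classed by r2, magnitude and activity. Cells: OCI-Ly3, 4 h compound plus doxycycline at 37C; 10 uM MG-132 defined full response.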
* = called active by the depositor; ? = inconclusive; nt = not tested or not shown; [ ] = another dose, or the depositor's remark. Unless noted, the call rests on the fitted dose curve; in most records, active means well fitted curve in the direction sought with a large enough effect; inconclusive means small, poorly fitted or top-dose-only effect, or another doubt; inactive means no such curve, though single readings can be large; an effect the other way counts as inactive or inconclusive. Unless noted, on the % scale 0 is the no-effect control and ±100 the full control effect; potency means the concentration at half of the fitted maximal effect.

SMILES	Peg3 imprint	p53ts 32C kill	p53ts 39C tox	IkB sig inh
COc1ccc(-n2c(Cc3cccn3C)nnc2SCC(=O)Nc2cccc(Cl)c2)cc1	-30%[inhibitor]	-7%	11%	?
C#CCOc1ccc(Cl)cc1/C=N/O	0%	2%	4%	-1.6%
O=C(NCCN1C(=O)C2C3C=CC(C3)C2C1=O)Nc1cccnc1 (stereo not drawn)	-12%	-7%	-5%	-2.1%
CCN(C(=O)Nc1cn(CC(C)C)c(=O)c2ccccc12)c1cc(C)ccc1C	-5%[10.9 µM]	-3%	13%	?
CC(=O)Nc1ccc(C)cc1-c1nc2ccccc2n(Cc2cccc(Br)c2)c1=O	-6%[10.9 µM]	1%	9%	1.5%
c1ccc2c(-c3ccncc3)c[nH]c2c1	nt	4%	-2%	?
COc1cccc(-n2c(SCc3c(C)noc3C)nnc2-c2cccc(S(=O)(=O)N(C)C)c2)c1	-16%	-4%	-7%	0.3%
COc1ccccc1N1CCN(C(=O)c2cc3ccc4ccc(C)[nH]c4c3n2)CC1	7%[10.9 µM]	-7%	2%	-1.8%
COc1ccc(C(C)=O)cc1COC(=O)c1c(C)noc1C	-13%	-2%	-12%	2.3%
C/C(N)=C(/C#N)C(=O)CSc1nnc(Nc2cccc(C)c2)s1	-25%	-26%	?	-0.8%
COc1ccccc1N(CC(=O)Nc1cc(C)on1)S(=O)(=O)c1cccs1	-6%	9%	-10%	1.2%
Cc1cc(O)c(C(c2ccccc2)N2CCN(c3ccccc3)CC2)c(=O)n1Cc1ccco1 (stereo not drawn)	-10%[10.9 µM]	4%	-21%	?
COc1ccc(-c2cc(C(=O)Nc3c(C(=O)c4ccc(C)cc4)oc4ccccc34)no2)cc1	-4%[10.9 µM]	4%	10%	-1.5%
CS(=O)(=O)c1ccc(C(=O)NC2CCOC2=O)cc1 (stereo not drawn)	-5%	-9%	-6%	0.5%
Cc1ccc(-n2c(Cc3cccn3C)nnc2SCC(=O)Nc2cc(C)on2)cc1	-19%	0%	-9%	-0.8%
COc1ccc(NC(=O)c2sc3nc4c(cc3c2N)CN(C(C)C)CC4)c(OC)c1	-7%[10.9 µM]	-12%	-15%	?
CCOc1ccc(NC(=O)CSc2nc3ccccc3c(=O)n2CCNC(C)=O)cc1	-9%	9%	-7%	-1.4%
CN1CCN(c2ncnc3ccc(-c4ccc5c(c4)OCO5)cc23)CC1	-9%	-5%	?	-6.2%[11.4 µM]
Cc1cc2cc(CNS(=O)(=O)N(C)C)ccc2[nH]1	nt	-6%	-2%	nt
c1cncc(-c2cc(-c3cc(-c4cccnc4)n[nH]3)[nH]n2)c1	11%[10.9 µM]	18%[9.22 µM]	-2%[9.22 µM]	0.4%[11.4 µM]
COc1cc(C(=O)NCc2ccc3c(c2)CCN3C(=O)c2ccncc2)cc(OC)c1OC	-4%[10.9 µM]	9%	-3%	?
O=C(CC(c1cccs1)N1Cc2ccccc2C1=O)Nc1ccc(F)c(F)c1 (stereo not drawn)	-16%[10.9 µM]	-3%	24%	?
Cc1cc(C)nc(NS(=O)(=O)c2ccc(NC(=O)c3nc(SC(C)C)ncc3Cl)cc2)n1	-9%[10.9 µM]	-4%	-16%	?
Cn1c(=O)[nH]c(=O)c2c1nc(N1CCCCC1)n2CCOc1ccccc1	-4%	-4%	3%	-2.5%

Ordered by value in IkB sig inh (rising): 3 of the compounds above
| compound | IkB sig inh |
| --- | --- |
| COc1ccc(-c2cc(C(=O)Nc3c(C(=O)c4ccc(C)cc4)oc4ccccc34)no2)cc1 | -1.5% |
| Cc1ccc(-n2c(Cc3cccn3C)nnc2SCC(=O)Nc2cc(C)on2)cc1 | -0.8% |
| CS(=O)(=O)c1ccc(C(=O)NC2CCOC2=O)cc1 (stereo not drawn) | 0.5% |

Following part:
SMILES	Peg3 imprint	p53ts 32C kill	p53ts 39C tox	IkB sig inh
CCCc1cc(C(=O)N2CCN(S(=O)(=O)c3ccc(OC)c(OC)c3)CC2)cs1	-4%	-9%	-6%	-4.6%
COc1ccc(-c2c3c(=O)n(C)c(=O)n(C)c3c3c(-c4cccc(C)c4)nc4ccccc4n23)cc1	-5%[10.9 µM]	10%	11%	0.7%
COc1ccc(-c2nn(CC(=O)N(C)C)c(=O)c3ccccc23)cc1	-10%	7%	-2%	1.8%
COC(=O)c1scc(-c2ccc(C)cc2)c1S(=O)(=O)N1CCN(c2ccc(OC)cc2)CC1	-19%[10.9 µM]	10%	-14%	-1.0%
O=C(Nc1ccccc1C(=O)N1CCOCC1)C1CCCO1 (stereo not drawn)	-17%	16%	15%	-2.2%
CCOC(=O)c1ccc(OCc2nc(-c3cccs3)no2)cc1	-29%	0%	1%	14%
CCOC(=O)N1CCN(S(=O)(=O)c2ccc(C(=O)Nc3nc4c(s3)CC(C)CC4)cc2)CC1 (stereo not drawn)	-17%	0%	-1%	1.7%
COc1ccc(-c2noc(CC(=O)N(C)c3cc(Cl)c(OC)cc3OC)n2)cc1	-15%[10.9 µM]	8%	-4%	?
COc1cc(-c2nc3ccccn3c2Nc2ccccc2C)ccc1O	-6%[10.9 µM]	1%	2%	?
CC(=O)Nc1c(C)nn(-c2ccccc2)c1N1CCC(C(=O)Nc2cc(Cl)ccc2C)CC1	11%[10.9 µM]	-1%	-3%	0.5%
COc1ccccc1OCCNC(=O)c1cccs1	-12%	0%	5%	-0.8%
Cc1c(NC2=NC(C)(C)Cc3ccccc32)c(=O)n(-c2ccccc2)n1C	nt	-4%	9%	nt
Cc1cc(C)cc(N(CC(=O)NCc2ccccc2Cl)S(=O)(=O)c2c(C)[nH]c(=O)[nH]c2=O)c1	-5%[10.9 µM]	11%	-22%	0.7%
O=C(c1ccc2c(c1)N(Cc1ccccc1F)C(=O)c1ccccc1S2(=O)=O)N1CCc2ccccc21	-16%[10.9 µM]	13%	-18%	0.5%
Cc1ccc(-n2ncc(C(=O)NCc3ccccn3)c2C2CCN(C(=O)OC(C)(C)C)CC2)cc1C	9%[10.9 µM]	8%	-11%	?
COc1ccccc1NC(=O)Cn1nnc(C(=O)NCc2ccc3c(c2)OCO3)c1N	-7%[10.9 µM]	-7%	-17%	-1.7%
CC1CCN(c2ccc(NC(=O)c3cccnc3)cc2)CC1	-32%[inhibitor]	-27%	-25%	-0.5%
CC1CCN(C(c2cc3cc4c(cc3[nH]c2=O)OCO4)c2nnnn2CC2CCCO2)CC1 (stereo not drawn)	5%	1%	-2%	0.6%
CCCCOc1ccc(Cn2c(=O)oc3ccccc32)cc1	19%[10.9 µM]	-3%	-25%	0.0%
O=C(Nc1cnc2ccccc2c1)c1ccncc1	-79%[inhibitor]	-9%	-2%	2.7%
O=C(c1ccco1)N1CCN(C(=O)C2CCN(S(=O)(=O)c3cccc4nsnc34)CC2)CC1	-10%	2%	-15%	-0.9%
COc1ccc(CCNC(=O)CSc2nnc(-c3ccccc3)o2)cc1OC	-2%	-1%	-2%	0.3%
COc1ccccc1/C=C/c1nc(C#N)c(N2CCN(C)CC2)o1	-13%[10.9 µM]	-8%	-24%	?
COc1ccc(-c2nc(C#N)c(NC(C)C)o2)cc1	-8%	-12%	-14%	-2.8%
COc1ccc(-c2nnc(SCC(=O)c3cccs3)o2)c(OC)c1	-28%	-12%	-22%	1.5%
COC(=O)c1oc2ccc(Cl)cc2c1NC(C)=O	2%	-2%	6%	2.7%
COc1ccc(C2=C(C(C)=O)Sc3nnc(-c4ccccc4)n3N2C(C)=O)cc1	9%[10.9 µM]	5%	-4%	3.3%
CCOc1ccccc1NC(=O)Cn1nnc(C(=O)Nc2ccccc2Cl)c1N	-3%	-13%	-6%	-1.1%
CCOc1cccc(-c2nnc3n2N=C(c2cc(OC)ccc2OC)CS3)c1	nt	49%[activator]	50%[activator]	nt
Cc1cccc(NC(=O)CSc2nc3c([nH]c4ccccc43)c(=O)n2C)c1	-7%[10.9 µM]	5%	?	?
CCOc1cc(NS(=O)(=O)c2ccc(OC)cc2)c(OCC)cc1NC(=O)c1ccco1	nt	11%	10%	nt
CCCCCCn1c(SCC(=O)Nc2cc(C)on2)nc2ccccc2c1=O	-1%	-6%	-8%	0.1%
COc1ccc(NC(=O)C2(c3cccs3)CCOCC2)cc1Cl	-8%[10.9 µM]	8%	0%	2.1%
O=C(c1nc(-c2ccccc2)n(-c2ccccc2)n1)N1CCN(S(=O)(=O)c2ccccc2)CC1	-16%	13%	4%	?
Cc1cccc(-n2ncc(C(=O)N3CCN(c4ccc(C)cc4C)CC3)c2C2CCN(C(=O)OC(C)(C)C)CC2)c1	-5%[10.9 µM]	8%	2%	?
CCc1cccc(C)c1NC(=O)CSc1n[nH]c(-c2ccccc2)n1	1%[10.9 µM]	9%	0%	-0.8%
CCCCOc1nc2ccccc2nc1C(C#N)S(=O)(=O)c1ccccc1 (stereo not drawn)	-6%	3%	?	3.3%
COc1ccc(C(=S)N2CCCCCC2)cc1	nt	-4%	-7%	nt
Cc1ccc2occ(C(c3nnnn3Cc3ccccc3)N3CCOCC3)c(=O)c2c1 (stereo not drawn)	-3%	-1%	-3%	1.1%
N#Cc1c2c(c(NCc3ccco3)n3c1nc1ccccc13)CCC2	-2%	22%	4%	5.3%
Cc1[nH]c2ccccc2c1C(c1ccccn1)N1CCC(C(N)=O)CC1 (stereo not drawn)	-39%[inhibitor]	-13%	28%	?
CCOc1ccccc1C(=O)Nc1ccc(S(=O)(=O)Nc2ncccn2)cc1	-3%[10.9 µM]	8%	17%	-5.6%
CC1=NN(/C(=N\c2nnc(C)s2)Nc2ccccc2)[C@H](c2cccc3ccccc23)S1	nt	2%	18%	nt
Cc1cc2nc(C(F)(F)F)[nH]c(=O)n2n1	-5%	-1%	6%	-0.8%
Cc1ccc(NC(=O)CCS(=O)(=O)c2ccc(Br)s2)c(Br)c1	2%[10.9 µM]	6%	3%	1.1%
O=C(O)c1cccc(Cn2cc(Cl)cn2)c1	-8%	-1%	-2%	0.2%
Cc1ccc(C(=O)COC(=O)CCc2nc3ccccc3[nH]c2=O)cc1C	-4%	-3%	0%	-0.4%
Cc1ccccc1-n1cc(-c2ccccc2)nc1SCC(=O)Nc1ccc(F)cc1	1%[10.9 µM]	7%	1%	?
O=C(c1ccc2c(c1)N(Cc1ccccc1)C(=O)c1ccccc1S2=O)N1CCC(Cc2ccccc2)CC1 (stereo not drawn)	-17%[10.9 µM]	0%	-20%	?
Cc1nn(C(=O)N2CCCCC2)c(C)c1CN1C(=O)c2ccccc2C1=O	-8%	9%	14%	-4.0%
CCOC(=O)N1CCN(C(=O)CCSc2ccccc2)CC1	-19%	-6%	4%	0.5%
COc1ccc(-c2nc3c(c(SCc4cc(C)ccc4C)n2)Cc2c(CO)cnc(C)c2O3)cc1	-5%[10.9 µM]	-6%	5%	-0.1%
CCOc1cccc2sc(N(Cc3cccnc3)C(=O)C3CCCCC3)nc12	13%[10.9 µM]	13%	24%	?
Cc1ccc(C)c(N2CCN(S(=O)(=O)c3ccc4c(c3)CCCN4C(=O)C3CCC3)CC2)c1	-5%[10.9 µM]	-9%	-9%	-1.0%
COc1ccc(-c2coc3c(OC)c(OC)cc(O)c3c2=O)cc1	-17%	-14%	-8%	nt
CN(c1ccc(Cl)cc1)S(=O)(=O)c1nnc(NC(=O)C2CCCCC2)s1	-2%[10.9 µM]	5%	9%	?
Cc1ccc(-c2nc(NCCN3CCOCC3)c3ccccc3n2)cc1	-10%	8%	-8%	-0.2%
CCOC(=O)N1CCN(C(=O)CSc2nc3c([nH]c4ccccc43)c(=O)n2C)CC1	3%	32%[activator]	-3%	2.6%

Entries of single compounds, looked up by structure. Screens in order: Peg3 imprint	p53ts 32C kill	p53ts 39C tox	IkB sig inh
Entry for `CN1CCN(c2ncnc3ccc(-c4ccc5c(c4)OCO5)cc23)CC1` : -9%	-5%	?	-6.2%[11.4 µM]
Entry for `CCCCOc1ccc(Cn2c(=O)oc3ccccc32)cc1` : 19%[10.9 µM]	-3%	-25%	0.0%
